# S100A4 inh HTS: inhibitors of human S100A4 binding to myosin IIA peptide; S100A4/TAMRA-MyoIIA peptide fluorescence polarization; inhibition, % at 10.7 µM; hit rate 0.14% among 360,000; P26447;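 active = mean inhibition of at least 70% across replicates, with every replicate also reaching that level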
# Target sequence (P26447 whole entry, looked up): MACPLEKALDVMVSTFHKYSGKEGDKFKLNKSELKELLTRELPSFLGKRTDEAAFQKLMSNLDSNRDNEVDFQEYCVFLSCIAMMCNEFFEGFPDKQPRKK
#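 Material: S100A4 monomer protein | Medium: HEPES pH 7.2 with CaCl2, KCl, NaCl, DTT, Triton | Reagent: Labelled myosin peptide probe, 5 nM | Doses: One dose per compound | Times: 5 min incubation before reading | Benchmarks: Neutral control DMSO, positive control TFP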
# PAX8 reporter: inhibitors of PAX8 transcriptional activity in RMG-I cells | RMG-I TPO-luciferase reporter, SteadyGlo, 24 h | inhibition, % at 12.6 µM | hit rate 1.2% among 360,000 | AID 652154;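 active = mean replicate inhibition at least 60% with every replicate also reaching 60%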;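 also: luciferase light reporting Pax8 driven TPO promoter activity; plate controls were median of neutral control wells for no effect and mitoxantrone controls for full effect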
# ERAP1 inh: ERAP1 (human) enzyme inhibition. Q9NZ08. recombinant ERAP1, Leu-AMC fluorescence, 60 min. inhibition, % at 10.7 µM. hit rate 0.15% among 340,000;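 active = mean replicate inhibition of at least 30%, or all replicates individually reaching that 30% level; inactive = mean below 30% and not every replicate reaching it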;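 also: 0% = neutral control wells and 100% = L-leucinethiol positive control wells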
# Target sequence (Q9NZ08 whole entry, looked up): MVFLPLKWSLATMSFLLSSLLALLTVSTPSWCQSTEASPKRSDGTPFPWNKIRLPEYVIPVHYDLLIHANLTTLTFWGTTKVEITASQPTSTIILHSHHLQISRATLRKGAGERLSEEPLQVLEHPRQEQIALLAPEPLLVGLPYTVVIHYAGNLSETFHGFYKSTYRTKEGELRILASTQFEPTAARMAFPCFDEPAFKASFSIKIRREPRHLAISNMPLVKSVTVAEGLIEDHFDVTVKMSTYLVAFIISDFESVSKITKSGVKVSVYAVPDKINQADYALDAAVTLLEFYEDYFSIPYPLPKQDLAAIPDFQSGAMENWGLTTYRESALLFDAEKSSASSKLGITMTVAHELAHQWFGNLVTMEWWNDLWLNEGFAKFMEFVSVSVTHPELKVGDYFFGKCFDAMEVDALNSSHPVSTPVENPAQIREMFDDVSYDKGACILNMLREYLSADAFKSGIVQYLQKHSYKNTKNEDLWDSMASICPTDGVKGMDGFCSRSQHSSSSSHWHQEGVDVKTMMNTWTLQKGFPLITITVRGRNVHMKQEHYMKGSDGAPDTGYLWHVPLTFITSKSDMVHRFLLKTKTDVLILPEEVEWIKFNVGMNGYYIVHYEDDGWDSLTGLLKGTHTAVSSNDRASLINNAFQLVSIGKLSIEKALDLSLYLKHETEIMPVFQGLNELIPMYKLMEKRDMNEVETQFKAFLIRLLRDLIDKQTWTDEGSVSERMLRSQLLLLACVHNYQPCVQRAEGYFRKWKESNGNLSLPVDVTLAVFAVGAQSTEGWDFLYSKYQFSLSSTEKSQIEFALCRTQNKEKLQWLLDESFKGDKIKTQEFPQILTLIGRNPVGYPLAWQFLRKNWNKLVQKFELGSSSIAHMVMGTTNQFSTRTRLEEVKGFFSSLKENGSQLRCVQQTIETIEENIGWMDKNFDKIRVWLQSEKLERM
# PglD DTNB: PglD (C. jejuni) enzyme inhibition | purified PglD enzyme, DTNB colorimetric CoA detection | inhibition, % at 12.5 µM | hit rate 0.098% among 360,000 | AID 602405; in the data active = inhibition above about 16%, passing the limit was not always enough; also: strong numbers were not always called active
# FN deposition inh: fibronectin deposition inhibition; AH1F fibroblasts, Alexa488-fibronectin deposition fluorescence, overnight; inhibition, % at 12.6 µM; hit rate 0.086% among 350,000; AID 743247;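 active = mean inhibition across replicates of 30% or more, regardless of how many single replicates reach that level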;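 also: positive control wells lacked labelled fibronectin entirely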
#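 Schedule: 1 h cell adhesion before compound, then overnight fibronectin incubation; test system: AH1F fibroblast monolayer depositing Alexa488-labelled fibronectin into matrix; quantity: 10000 AH1F cells per well; probe or stimulus: fluorescent fibronectin at 24 nM final; signal: fluorescence, ex 485 nm, em 525 nm; evaluation: percent inhibition as loss of matrix-bound fibronectin fluorescence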
# PGC1a acetyl inh: PGC1a acetylation modulation, inhibitor mode. U2OS PGC1a acetylation, AlphaScreen anti-acetyl-lysine; with virally co-expressed GCN5 acetyltransferase. inhibition, % at 15.6 µM. hit rate 0.17% among 350,000. AID 651687;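 active = every replicate shows inhibition of at least 40%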;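 also: 0% = neutral control wells and 100% = positive control wells; some results beyond the cut were filed as inactive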
# EWS-Fli inh: EWS/Fli transcriptional activity inhibition; A673 NR0B1-luciferase reporter, viability-normalised; inhibition, % at 12.6 µM; hit rate 0.67% among 350,000;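 active = mean inhibition of at least 50% after viability correction, with every replicate also passing that limit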;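 also: firefly luciferase signal divided by Alamar Blue viability fluorescence both relative to DMSO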
# LGR2 antag: Drosophila LGR2 receptor signaling inhibition | inhibition, % at 9.99 µM | hit rate 0.35% among 380,000 | AID 720647 | HEK293 LGR2, CRE-luciferase, bursicon-stimulated, 4 h;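 active = drop in luminescence signal, shown as inhibition above about 50% in the replicate tests, limit read from the data, passing the limit was not always enough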;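 also: agonist challenge used bursicon conditioned medium at about half maximal strength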
# Numbers without * were called inactive; x = no result given.
SMILES,S100A4 inh HTS,PAX8 reporter,ERAP1 inh,PglD DTNB,FN deposition inh,PGC1a acetyl inh,EWS-Fli inh,LGR2 antag
CS(=O)(=O)N1[C@@H]2c3cccc(=O)n3C[C@H]1[C@H](CO)[C@H]2C(=O)NCc1ccccc1,-3.0,x,2.3,3.3,x,x,5.5,-15.7
CC(C)(C)c1ccc(/C=C2\Oc3c(ccc(O)c3CN3CCN(CCO)CC3)C2=O)cc1,0.3,24.7,-4.4,-13.3,1.8,-6.5,-0.9,-5.1
Cc1ccc(NC(=O)C2c3ccccc3-c3ccccc32)cc1,-1.2,-21.3,-4.9,4.6,13.7,-16.2,-2.2,-18.0
COc1ccc(-c2ccc([C@@H]3[C@@H](C#N)N(C(=O)C4CCOCC4)[C@H]3CO)cc2)cc1,0.0,0.0,4.3,-3.3,-4.4,8.2,-7.5,-2.8
COc1cccc(-c2ccc3c(c2)[C@@H]2[C@@H](CCN2C(=O)NC2CCCCC2)[C@H](CO)N3C)c1,1.5,85.9*,-1.5,x,-6.7,-15.3,4.9,-5.2
O=C(N/N=C\c1ccc2c(c1)OCO2)c1ccc(Cn2cc(Br)c([N+](=O)[O-])n2)o1,3.4,-2.6,5.1,3.2,3.1,x,-6.3,4.1
CN1C=CC=C/C1=C1/N=C(c2ccccc2)OC1=O,14.3,-12.6,x,x,8.7,x,-2.5,2.9
COC(=O)C1=C(C)N(C)C(=NCc2cccc(C(F)(F)F)c2)NC1c1cccc(Cl)c1 (centres undefined),-3.3,10.6,-1.0,x,-6.2,x,16.2,16.1
Cc1cccc(CCNC(=O)C2CCC(=O)N(Cc3ccc(Cl)cc3)C2)n1 (centres undefined),3.8,-13.2,-3.8,-4.0,-4.5,3.6,x,13.8
Oc1ccc(CCc2n[nH]c(=S)n2-c2ccc(F)cc2)cc1,0.1,8.1,0.8,-2.6,-2.9,x,3.4,x
CCOC(=O)CSc1nn(C)c(=S)s1,-12.4,-8.2,x,2.5,3.2,-0.9,-3.4,7.1
COc1cc(/C=C/C(=O)OCC(=O)N2CCN(S(=O)(=O)c3ccc(C)cc3C)CC2)ccc1OC(F)F,5.7,19.2,-3.3,-0.3,1.6,2.5,0.8,11.8
O=C(c1ccc(NC2=NC3CS(=O)(=O)CC3S2)cc1)N1CCc2ccccc2C1 (centres undefined),-1.4,-10.4,-2.7,3.3,-2.6,-0.7,2.3,2.4
O=CN1CCN(CC(O)Cn2c3ccccc3c3ccccc32)CC1 (centres undefined),-1.3,26.9,0.9,-5.1,-13.1,7.5,2.6,1.3
COc1ccc(CN(C(=O)c2cc(=O)c3ccccc3o2)C2CCS(=O)(=O)C2)cc1OC (centres undefined),-0.2,9.7,-3.5,-1.2,-1.2,9.1,0.0,-6.2
CNC(=O)c1ccc(OC2CSC2)cc1,x,-10.6,x,-4.6,10.2,8.1,x,x
C[C@H]1CN([C@@H](C)CO)C(=O)c2cc(NS(=O)(=O)c3ccccc3)ccc2O[C@@H]1CN(C)Cc1ccc(Cl)c(Cl)c1,1.5,39.5,-1.8,1.0,8.6,8.9,4.8,1.3
c1ccc(OCCOCCN2CCN(C(c3ccccc3)c3ccccc3)CC2)cc1,-0.8,22.2,0.6,3.9,-4.0,x,18.3,2.6
CCCNC(=O)[C@@H]1[C@@H](CO)[C@@H]2Cn3c(ccc(-c4ccccc4OC)c3=O)[C@@H]2N1S(C)(=O)=O,1.1,-23.2,1.8,x,x,x,-14.8,8.2
CCOC(=O)c1oc2ccc(/C=N/O)c(Cl)c2c1C,-4.4,-133.9,4.7,x,7.5,x,-1.7,-74.0
Cc1cccn2c(=O)c(C=O)c(N3CCCCC3)nc12,1.7,3.5,0.2,2.5,-3.7,5.1,-0.1,14.5
O=C(NCC(c1ccco1)N1CCc2ccccc2C1)c1ccc(Cl)cc1 (centres undefined),6.7,6.2,3.5,4.2,5.4,x,-1.2,1.9
C[C@H](O)[C@@H]1C(=O)N2CCc3c([nH]c4c(-c5ccc6c(c5)OCO6)cccc34)[C@@H]2C[C@@H]1N(C)C(=O)NC1CCCCC1,-7.2,38.2,4.0,x,-1.6,x,4.7,21.9
COc1ccc(C(=S)N2CCCCC2)cc1Br,-1.3,4.0,2.2,-8.7,8.4,-0.1,11.1,x
O=C(NCCSc1c[nH]c2ccccc12)c1ccco1,0.9,20.0,-1.9,-4.1,-13.9,x,1.5,2.5

# Ordered by value in PglD DTNB (descending): 3 from the list above.
structure	S100A4 inh HTS	ERAP1 inh	PglD DTNB	PGC1a acetyl inh	LGR2 antag
O=C(c1ccc(NC2=NC3CS(=O)(=O)CC3S2)cc1)N1CCc2ccccc2C1 (centres undefined)	-1.4	-2.7	3.3	-0.7	2.4
Cc1cccn2c(=O)c(C=O)c(N3CCCCC3)nc12	1.7	0.2	2.5	5.1	14.5
CC(C)(C)c1ccc(/C=C2\Oc3c(ccc(O)c3CN3CCN(CCO)CC3)C2=O)cc1	0.3	-4.4	-13.3	-6.5	-5.1

# Returning to the listing with the three entries that preceded the break.
SMILES,S100A4 inh HTS,PAX8 reporter,ERAP1 inh,PglD DTNB,FN deposition inh,PGC1a acetyl inh,EWS-Fli inh,LGR2 antag
C[C@H](O)[C@@H]1C(=O)N2CCc3c([nH]c4c(-c5ccc6c(c5)OCO6)cccc34)[C@@H]2C[C@@H]1N(C)C(=O)NC1CCCCC1,-7.2,38.2,4.0,x,-1.6,x,4.7,21.9
COc1ccc(C(=S)N2CCCCC2)cc1Br,-1.3,4.0,2.2,-8.7,8.4,-0.1,11.1,x
O=C(NCCSc1c[nH]c2ccccc12)c1ccco1,0.9,20.0,-1.9,-4.1,-13.9,x,1.5,2.5
CC(=O)c1ccc2c3c(cc(C)c2c1)CCCC3,2.6,-29.0,-2.3,2.5,4.0,-8.1,-15.7,-27.5
c1ccc(N2CCN(c3nc(-c4cccs4)nc4ccccc34)CC2)cc1,2.2,-5.3,-2.2,x,1.3,x,13.3,x
Cn1ccs/c1=N\C(=O)Nc1cccc(C(F)(F)F)c1,-5.3,-26.8,0.3,-1.7,-1.6,-11.2,-71.0,-27.1
N#C[C@@H]1[C@@H](c2ccc(-c3cncnc3)cc2)[C@H](CO)N1C(=O)Cc1ccccc1,-11.1,-26.3,1.2,0.9,-6.9,7.5,3.3,-5.6
CCN(CC)c1ccc(S(=O)(=O)N2CCOCC2)cc1NC(=O)Nc1ccccc1,-0.4,12.9,-6.1,1.0,-3.2,0.1,9.7,15.2
O=C(Nc1ccccc1F)N1CC(=O)N2[C@H](CO)[C@H](c3ccc(C#Cc4ccc(F)cc4)cc3)[C@@H]2C1,8.6,x,0.4,x,x,4.5,x,-1.8
CN1c2ccc(-c3ccc(C#N)cc3)cc2[C@@H]2[C@@H](CCN2C(=O)Cc2ccccn2)[C@@H]1CO,x,-11.4,x,2.8,-11.0,4.9,9.6,4.9
COc1ccc(C(=O)O/N=C(/c2ccccc2)c2ccncc2)cc1OC,-3.4,12.4,2.2,x,-17.7,x,4.2,18.2
CC(C)CC1(C)NC(=O)N(CC(=O)Nc2cccc(S(=O)(=O)N(C)c3ccccc3)c2)C1=O (centres undefined),1.7,23.9,-5.1,x,x,3.1,-4.4,5.6
CN(C(=O)COC(=O)c1cc(=O)[nH]c2ccccc12)c1c(N)n(Cc2ccccc2)c(=O)[nH]c1=O,4.8,x,-1.4,7.1,4.4,-5.2,2.2,8.9
COC(=O)[C@@]1(Cc2ccc(F)cc2)[C@H]2c3cc(C(=O)N(C)C)n(CCN4CCOCC4)c3C[C@H]2CN1C(=O)c1ccccc1,-36.3,-1.6,x,x,5.0,x,1.7,14.3
Cc1ccc2cc(C)c3nnc(SCC(=O)NCc4ccco4)n3c2c1,-4.6,x,0.7,-6.8,x,-2.9,-8.9,6.9
COc1ccc(C(=O)NCCN2CCCC2)cc1,0.3,22.0,-2.2,16.7,3.6,x,17.7,3.0
CC(=O)c1ccc(NC(=O)c2onc(C)c2Cl)cc1,-1.2,-64.5,-3.6,4.6,-3.7,-5.2,-61.0,-69.2
Cc1ccc(CSc2ccc(S(=O)(=O)N3CCOCC3)cn2)cc1,-11.8,-2.4,1.1,2.0,0.9,-8.8,-16.5,11.1
COc1ccc([C@@H]2C(C#N)=C(N)S[C@@H](c3ccccc3)[C@@H]2[N+](=O)[O-])cc1,x,-4.1,x,-6.0,-5.8,-13.3,x,21.0
O=C(N/N=C/c1coc2ccc(Cl)cc2c1=O)c1ccncc1,-5.2,x,2.8,-2.1,10.2,18.6,3.8,10.4
COc1ccccc1CNC(=O)c1cc2sccc2n1C,1.0,x,0.0,x,x,-1.2,-10.1,4.3
CC(C)CC#Cc1cnc2c(c1)C(=O)N([C@H](C)CO)C[C@H](C)[C@@H](CN(C)S(=O)(=O)c1cn(C)cn1)O2,12.0,4.5,0.3,0.6,-5.1,4.7,20.2,0.4
CCOC(=O)c1ccccc1NC(=O)CN(c1ccccc1OC)S(C)(=O)=O,x,x,x,3.3,-3.1,4.2,x,3.0
C[C@@H]1CCCCO[C@H](CN(C)C(=O)Nc2ccc(F)cc2)[C@H](C)CN([C@H](C)CO)C(=O)c2cc(NS(=O)(=O)c3ccc(F)cc3)ccc2O1,x,-24.6,x,-0.6,11.7,0.3,6.5,-3.2
Cc1cc(C(=O)NCC(C)C)c2ccccc2n1,x,-4.9,x,-3.3,8.8,-4.0,x,x
C[C@H]1CN([C@@H](C)CO)S(=O)(=O)c2ccc(-c3ccc(C#N)cc3)cc2O[C@@H]1CN(C)C(=O)Nc1cc(F)ccc1F,-16.8,17.2,0.1,2.7,11.2,-5.9,30.3,3.8
Cc1cccc(NC(=O)Cn2ccn(-c3ccc4c(c3)OCCO4)c(=O)c2=O)c1,13.8,-1.9,-1.0,3.4,-0.9,11.7,-5.6,-5.9
C/C=C/c1ccc(OCC(=O)OCC(=O)Nc2c(C)nn(-c3ccccc3)c2C)c(OC)c1,0.1,-11.0,-0.2,x,7.2,x,2.5,9.8
# Going on with the list:
SMILES,S100A4 inh HTS,PAX8 reporter,ERAP1 inh,PglD DTNB,FN deposition inh,PGC1a acetyl inh,EWS-Fli inh,LGR2 antag
CCOc1ccc(NC(=O)CCC(=O)NNC(=O)Nc2ccc(Cl)cc2)cc1,-1.4,-10.9,-9.1,x,-1.6,-4.8,2.9,-13.2
O=C(NC1CCCC1)N1CC(=O)N2[C@H](CO)[C@@H](c3ccc(-c4ccc(F)cc4)cc3)[C@H]2C1,-7.9,x,0.5,x,x,2.5,x,-10.0
CN(C)c1nnnn1-c1ccc(OC(F)(F)F)cc1,1.0,1.3,-4.9,x,-8.9,x,-0.9,9.3
O=C(C1CCCN(Cc2nc(-c3ccc(Cl)cc3)no2)C1)N1CCOCC1 (centres undefined),-3.6,-6.6,3.0,x,7.2,2.1,4.7,27.7
O=C(CC1CCCC1)Nc1cccc(Br)c1,4.7,-32.8,0.2,-0.9,-3.5,-11.7,-60.5,-11.4
O=C(CCCCCNC(=O)N1CCn2c1nc1ccccc12)N[C@H](C(=O)O)c1ccccc1,-11.9,x,4.3,-2.5,x,4.8,-5.5,x
C=CCOc1ccc2oc(=O)cc(C)c2c1,x,-10.0,x,2.3,-2.6,6.5,x,11.0
O=S(=O)(N[C@@H]1CC[C@@H](CCn2cc(-c3ccccc3F)nn2)O[C@H]1CO)c1ccc(F)cc1,-2.4,-22.2,1.3,x,x,-16.2,4.7,-4.9
CSCCC(NC(=O)c1cccc(C)c1)C(=O)NNC(=O)c1cccs1 (centres undefined),-6.1,4.2,-1.7,-4.4,x,5.3,-5.5,-17.0
CCOc1ccc(/C=N/NC(=O)c2cc(-c3ccccc3)nc3ccccc23)cc1O,-5.7,2.5,-2.3,0.0,-0.2,-6.5,2.3,-13.9

# Screening data deposited in PubChem by Broad Institute.

# Compounds were not picked by outcome, and some 2.1% of all compounds hit somewhere here.
